# HDAC3 inhib – inhibitors of human histone deacetylase 3; recombinant HDAC3, fluorogenic peptide/trypsin coupled, fluorescence; O15379; inhibition, % at 8.3 µM; actives 0.15% (n = 320,000); AID 2718; in the data active means inhibition above about 26%, passing the limit was not always enough
# ANO1 activ – activates or potentiates the mouse TMEM16A chloride channel | HEK293 TMEM16A/YFP-H148Q/I152L, iodide quench fluorescence; active compounds read low | B-score at 10 µM | actives 0.3% (n = 340,000) | AID 623877;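 active means fluorescence-ratio B-score plate-corrected deviation score at least 3 library SD below zero, with starting fluorescence score within 5 deviations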;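 further: channel opened by trigger with iodide after compound preincubation; score built on the fluorescence ratio of max minus min over baseline; more negative score means more quench and so TMEM16A activation or potentiation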
# Target sequence (Q8BHY3 whole entry, looked up): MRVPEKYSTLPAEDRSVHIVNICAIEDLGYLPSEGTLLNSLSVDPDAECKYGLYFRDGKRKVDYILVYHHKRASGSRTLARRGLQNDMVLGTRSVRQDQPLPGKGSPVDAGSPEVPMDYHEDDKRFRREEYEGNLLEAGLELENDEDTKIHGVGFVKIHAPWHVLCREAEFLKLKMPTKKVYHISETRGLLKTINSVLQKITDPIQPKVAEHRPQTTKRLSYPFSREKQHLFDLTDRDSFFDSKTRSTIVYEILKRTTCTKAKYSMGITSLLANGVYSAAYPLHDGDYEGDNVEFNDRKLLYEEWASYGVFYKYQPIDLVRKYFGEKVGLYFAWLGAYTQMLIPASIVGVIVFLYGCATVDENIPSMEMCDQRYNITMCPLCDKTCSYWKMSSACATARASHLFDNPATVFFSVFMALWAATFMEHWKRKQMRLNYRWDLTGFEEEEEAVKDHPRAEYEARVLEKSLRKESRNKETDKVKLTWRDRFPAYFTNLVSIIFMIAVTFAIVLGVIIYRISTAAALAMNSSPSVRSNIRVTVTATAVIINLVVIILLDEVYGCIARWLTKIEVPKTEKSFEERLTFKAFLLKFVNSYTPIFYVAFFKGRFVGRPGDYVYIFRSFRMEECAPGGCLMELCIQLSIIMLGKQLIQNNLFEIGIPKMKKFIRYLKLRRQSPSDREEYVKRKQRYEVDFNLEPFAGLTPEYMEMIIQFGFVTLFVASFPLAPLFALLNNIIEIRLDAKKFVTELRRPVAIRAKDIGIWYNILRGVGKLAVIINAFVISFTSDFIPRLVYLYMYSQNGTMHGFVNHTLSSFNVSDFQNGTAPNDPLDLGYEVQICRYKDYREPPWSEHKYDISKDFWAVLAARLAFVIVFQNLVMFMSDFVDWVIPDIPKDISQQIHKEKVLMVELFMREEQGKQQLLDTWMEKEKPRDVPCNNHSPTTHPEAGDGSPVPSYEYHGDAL
# KCNK3 block – human KCNK3 channel inhibition, primary screen | O14649 | CHO-KCNK3 thallium flux, FluxOR fluorescence; active compounds read low | B-score at 10 µM | actives 0.84% (n = 340,000) | AID 602410;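 active means B-score under library mean minus 4 SD, starting fluorescence ratio at most library mean plus 5 SD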;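 further: more negative B-score means stronger inhibition of thallium flux through KCNK3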
# * = called active by the depositor; i = inactive.
cpd	SMILES	HDAC3 inhib	ANO1 activ	KCNK3 block
1	CCN(CC)C(=O)c1nc[nH]c1C(=O)N1CCN(C(=O)OC(C)(C)C)CC1	12	i	i
2	Cc1[nH]c2ccc(C(=O)N3CCC(C(N)=O)CC3)cc2c1C	-6	i	i
3	CCOc1cccc(N)c1	-4	i	i
4	COCCN(C(=O)c1cc(Cl)nc2ccccc12)c1c(N)n(Cc2ccccc2)c(=O)[nH]c1=O	1	i	i
5	CN(C)S(=O)(=O)c1ccc(Cl)c(C(=O)OCC(=O)NC(=O)NC2CCCC2)c1	6	i	i
6	O=C(NCC(=O)N1CCN(S(=O)(=O)c2ccc3c(c2)OCCO3)CC1)c1ccccc1Cl	6	i	i
7	COC(=O)c1ccccc1NC(=O)CNc1ccc(F)c(S(=O)(=O)N2CCOCC2)c1	8	i	i
8	O=C(NCCCc1ccccc1)c1cccc(S(=O)(=O)N2CCOCC2)c1	-2	i	i
9	CC1CCN(C(=O)c2nc[nH]c2C(=O)N2CCC(C)CC2)CC1	-5	i	i
10	O=C(CN1C(=O)c2ccccc2S1(=O)=O)Nc1cccc(S(=O)(=O)N2CCOCC2)c1	7	i	i
11	COc1cccc(/C=C/C(=O)NNC(=O)c2ccncc2)c1OC	4	i	i
12	CC(C)[C@H](NC(=O)c1ccccc1)C(=O)OCC(=O)NCc1ccc2c(c1)OCO2	-1	i	i
13	CCCCN(C(C)=O)c1ccc(S(=O)(=O)NC2=NCCCCC2)cc1NC(C)=O	-1	i	i
14	O=C(CC1CC2CCC1C2)N1CCN(S(=O)(=O)c2ccccc2F)CC1 (stereo not given)	-5	i	i
15	CC(Sc1nnc(C2CC2)n1Cc1ccccc1)C(=O)N1CCNC1=O (stereo not given)	2	i	i
16	CC(=O)c1cccc(NC(=O)C2CC(=O)N(C3CCCC3)C2)c1 (stereo not given)	-4	i	i
17	CCC(C)c1ccc(S(=O)(=O)N2CCN(CC(O)CN3CCOCC3)CC2)cc1 (stereo not given)	-2	i	i
18	Cc1cnc(C(=O)OCC(=O)N2CCC(C)CC2)cn1	1	i	i
19	COC(=O)c1[nH]c2cc(OC)c(OC)cc2c1NC(=O)CN1C[C@H]2C[C@@H](C1)c1cccc(=O)n1C2	-6	i	i
20	CSc1ncccc1C(=O)OCC(=O)NCc1cccs1	-6	i	i
21	Cc1cccc(C)c1NC(=O)CN(C)CC(=O)N(C)CC(=O)Nc1ccccc1Br	-3	i	i
22	CCC(=O)c1ccc(OCC(=O)NCC2COc3ccccc3O2)cc1 (stereo not given)	0	i	i
23	CCN(Cc1ccc2c(c1)OCO2)C(=O)CSc1nc(C)nc2sc(C)c(C)c12	7	i	i
24	COc1ccc(NC(=O)COC(=O)c2ccc(-n3nc(C)cc3C)cc2)cc1OC	2	i	i
25	COc1ccc(NC(=O)c2ccc(Cl)nc2)cc1S(=O)(=O)N1CCOCC1	-8	i	i
26	O=C(COC(=O)c1ccc(OC(F)F)cc1)NCCC1=CCCCC1	3	i	i
27	CC(Sc1nnnn1C)C(=O)Nc1ncc(Cl)cc1Cl (stereo not given)	0	i	i
28	COc1ccc(S(=O)(=O)N2CCCCC2)cc1NC(=O)c1ccc(C)cc1	-6	i	i
29	O=C(/C=C/c1cccc(F)c1)OCC(=O)N1CCCC1	6	i	i
30	CC1(C)NC(=O)N(CC(=O)N2CCN(c3cccc(Cl)c3)CC2)C1=O	1	i	i
31	Cc1cnc(C(=O)OCC(=O)N(CC(C)C)C2CCS(=O)(=O)C2)cn1 (stereo not given)	-8	i	i
32	Cc1ccc(S(=O)(=O)N2CCN(C(=O)COC(=O)/C=C/c3ccccc3)CC2)c(C)c1	7	i	i
33	CN(CC(=O)Nc1ccc(F)cc1[N+](=O)[O-])C1CCS(=O)(=O)C1 (stereo not given)	5	i	i
34	O=C(CSc1ccc([N+](=O)[O-])cc1)Nc1cccc(S(=O)(=O)N2CCOCC2)c1	-8	i	i
35	Cc1cc(C)c(NC(=O)Nc2ccccc2)c(C)n1	-1	i	i
36	CCOC(=O)c1ccc(N2C(=O)C3CCOc4ccccc4C32)cc1 (stereo not given)	-2	i	i
37	O=C(COC(=O)CCN=C1NS(=O)(=O)c2ccccc21)NNC(=O)c1ccc(Cl)cc1	1	i	i
38	COc1ccc(NC(=O)CN2C(=O)NC(C)(C3CCCCC3)C2=O)c(OC)c1 (stereo not given)	1	i	i
39	CCc1cccc(CC)c1-n1c(SCC(=O)N2CCc3ccccc32)nc(O)cc1=O	1	i	i
40	CC1CC(C)(C)CC2(C1)NC(=O)N(CC(=O)Nc1cc([N+](=O)[O-])ccc1F)C2=O (stereo not given)	5	i	i

# Reprinted from the part before: 4 entries, followed by the next part.
cpd	SMILES	HDAC3 inhib	ANO1 activ	KCNK3 block
37	O=C(COC(=O)CCN=C1NS(=O)(=O)c2ccccc21)NNC(=O)c1ccc(Cl)cc1	1	i	i
38	COc1ccc(NC(=O)CN2C(=O)NC(C)(C3CCCCC3)C2=O)c(OC)c1 (stereo not given)	1	i	i
39	CCc1cccc(CC)c1-n1c(SCC(=O)N2CCc3ccccc32)nc(O)cc1=O	1	i	i
40	CC1CC(C)(C)CC2(C1)NC(=O)N(CC(=O)Nc1cc([N+](=O)[O-])ccc1F)C2=O (stereo not given)	5	i	i
41	Cc1c(C(=O)N2CCCC(C(F)(F)F)C2)oc2ccccc12 (stereo not given)	8	i	i
42	O=C(CN1CCN(CN2C(=O)NC3(CCCCCC3)C2=O)CC1)Nc1ccc(F)cc1	-1	i	i
43	Cc1ccc(NC(=O)CN(C)C(=O)COC(=O)c2nccnc2N)cc1	-26	i	i
44	CCN(CC(=O)Nc1ccc2c(c1)OCCO2)CC(=O)Nc1ccccc1C(F)(F)F	2	i	i
45	O=C(c1ccc(Cl)c(S(=O)(=O)N2CCCCCC2)c1)N1CCN(c2ccc(O)cc2)CC1	10	-41*	i
46	Cc1cc(C(=O)CN2C(=O)C(=O)N(Cc3ccccc3)C2=O)c(C)n1Cc1ccccc1	-3	i	i
47	CCCc1cc(=O)[nH]c(SCC(=O)Nc2cc(S(=O)(=O)N3CCOCC3)ccc2Cl)n1	3	i	i
48	CCC1CCCCN1C(=O)COC(=O)c1ccc(Br)o1 (stereo not given)	-3	i	i
49	COc1ccc(CC(=O)Nc2cccc(S(=O)(=O)N3CCCC3)c2)cc1OC	-9	i	i
50	NS(=O)(=O)c1ccc(NC(=O)COC(=O)CSCc2ccc(F)cc2)cc1	0	i	i
51	COc1cccc(/C=C/C(=O)OCC(=O)N(C)CC(=O)Nc2ccccc2Cl)c1OC	-3	i	i
52	CCC(=O)N1N=C(c2ccc(NS(=O)(=O)c3ccccc3)cc2)CC1c1ccco1 (stereo not given)	8	i	i
53	Cc1cc(C(=O)CN2C(=O)NC(CCS(C)(=O)=O)C2=O)c(C)n1C1CC1 (stereo not given)	2	i	i
54	CC(NC(=O)COC(=O)COc1ccc(C(=O)c2ccccc2)cc1)c1ccccc1 (stereo not given)	2	i	i
55	COCc1c(C(=O)N2CCN(c3ccccc3C)CC2)oc2ccccc12	2	i	i
56	COc1ccc(C(CNC(=O)c2cc(S(=O)(=O)NCc3ccco3)ccc2C)N(C)C)cc1 (stereo not given)	-6	i	i
57	Cc1ccc(C)c(S(=O)(=O)N2CCN(C(=O)[C@H](C)N3C(=O)C4CC=CCC4C3=O)CC2)c1 (stereo not given in full)	-5	i	i
58	NC(=O)c1ccsc1NC(=O)COC(=O)CNC(=O)c1ccc(F)cc1	3	i	i
59	C=CCn1c(SCC(=O)Nc2ccc(NC(C)=O)cc2)nc2sc(C)c(C)c2c1=O	-1	i	i
60	Cn1c(N)c(N2CCCCC2)c(=O)n(CC(=O)Nc2cccc(C#N)c2)c1=O	2	i	i
61	COc1cc(C(C)=O)ccc1OCC(=O)OC(C)C(=O)c1ccc(F)cc1 (stereo not given)	2	i	i
62	O=C(NCCOc1ccccc1)c1ccccc1SCC(=O)N1CCCC1	-3	i	i
63	CCOc1ccc(NC(=O)CN2C(=O)NC3(CCCC3)C2=O)cc1S(=O)(=O)N1CCCCC1	-6	i	i
64	Cc1nn(-c2ccccc2)c(C)c1NC(=O)COc1cc(F)ccc1[N+](=O)[O-]	-1	i	i
65	COc1ccccc1OCCNC(=O)C(CCSC)NC(=O)COc1ccccc1 (stereo not given)	-5	i	i
66	CC(C(=O)Nc1ccc(N2CCOCC2)cc1)N1C(=O)NC(C)(C)C1=O (stereo not given)	3	i	i
67	NC(=O)NC(CC(=O)NNC(=O)c1ccccn1)c1ccccc1Cl (stereo not given)	0	i	i
68	Cc1ccc(NC(=O)COC(=O)CCc2c(C)nc3ncnn3c2C)cc1	-5	i	i
69	CCOc1ccc(/C=N/NC(=O)c2ccc(O)cc2)cc1CN1CC2CC(C1)c1cccc(=O)n1C2 (stereo not given)	3	i	i
70	Cc1ccc(S(=O)(=O)N2CCN(C(=O)COC(=O)CCc3ccccc3)CC2)c(C)c1	5	i	i
71	CCc1noc(C)c1C(=O)Oc1ccc(N(C)S(=O)(=O)c2ccc(C)cc2)cc1	4	i	i
72	Cc1ccc(S(N)(=O)=O)cc1	0	i	i
73	Cc1cc(C(=O)COC(=O)c2cccc(NS(C)(=O)=O)c2)c(C)n1CC1CCCO1 (stereo not given)	-4	i	i
74	Cc1ccc(CNC(=O)CC(NC(=O)c2ccccc2)c2ccccc2)cc1 (stereo not given)	2	i	i
75	O=C(COC(=O)C12CC3CC(CC(O)(C3)C1)C2)Nc1ccc(Cl)cc1F	-1	i	i
76	Cn1nc(C(=O)Nc2ccccc2N2CCOCC2)ccc1=O	-1	i	i
77	CS(=O)(=O)c1ccc(Cl)c(NC(=O)CSc2nnc(C3CC3)n2C2CC2)c1	-2	i	i
78	COc1ccccc1-n1c(SCC(=O)NC2CC2)nc2ccccc2c1=O	8	i	i
79	O=C(NCCCN1CCCC1=O)c1ccc(NS(=O)(=O)c2ccc(F)cc2)cc1	8	i	i
80	NC(=O)c1ccc(NC(=O)CN2CCN(S(=O)(=O)c3ccc4ccccc4c3)CC2)cc1	-2	i	i

# A second format for part of the listing above:
(73) Cc1cc(C(=O)COC(=O)c2cccc(NS(C)(=O)=O)c2)c(C)n1CC1CCCO1 (stereo not given)
- HDAC3 inhib: -4
- ANO1 activ: i
- KCNK3 block: i
(74) Cc1ccc(CNC(=O)CC(NC(=O)c2ccccc2)c2ccccc2)cc1 (stereo not given)
- HDAC3 inhib: 2
- ANO1 activ: i
- KCNK3 block: i

# The list goes on:
cpd	SMILES	HDAC3 inhib	ANO1 activ	KCNK3 block
81	CN(c1ccccc1)S(=O)(=O)c1ccc2c(c1)OCCO2	5	i	i
82	Cn1c(N)c(C(=O)COC(=O)/C=C/c2ccccc2)c(=O)n(C)c1=O	-15	i	i
83	COc1ccc(NC(=O)CSc2nc(N)cc(N)n2)cc1S(=O)(=O)N1CCCCC1	-1	i	i
84	COc1cccc(COC(=O)Cc2ccc(S(=O)(=O)N3CCOCC3)s2)c1OC	-7	i	i
85	O=C(Nc1ccc(C(F)(F)F)cc1)c1cccc(-n2cnnn2)c1	3	i	i
86	CCCCN(CC(=O)NC1CC1)S(=O)(=O)c1ccc(OCC)cc1	2	i	i
87	CCOC(=O)C1=C(COC(=O)/C=C/c2ccc(C)o2)NC(=O)NC1C (stereo not given)	21	i	i
88	CC(C(=O)Nc1ccc(S(=O)(=O)N2CCCC2)cc1)N(C)CC(=O)Nc1cccc(F)c1 (stereo not given)	-4	i	i
89	Cc1cc(S(=O)(=O)NC(C)c2nnc3ccccn23)ccc1Br (stereo not given)	0	i	i
90	COc1ccc(NC(=O)c2cccc(S(=O)(=O)N3CCCC3)c2)cc1OC	10	i	i
91	O=C(COC(=O)c1ccco1)Nc1ccc2[nH]c(=O)[nH]c2c1	4	i	i
92	O=C(COc1ccc(F)c(Cl)c1)Nc1ccc(N2CCOCC2)cc1	8	i	i
93	O=C(COC(=O)/C=C/c1ccc(OC(F)F)cc1)Nc1cccc(S(=O)(=O)N2CCOCC2)c1	11	i	i
94	CNC(=O)c1ccc(NC(=O)c2ccc3c(=O)n4c(nc3c2)CCC4)cc1	7	i	i
95	CC(C)CCC1(C)NC(=O)N(CC(=O)NCC(=O)Nc2ccc(F)c(F)c2F)C1=O (stereo not given)	-19	i	i
96	Cc1ccc(C)c(NC(=O)COC(=O)CSc2ccccc2)c1	3	i	i
97	CCN(C(=O)COC(=O)c1ccc([N+](=O)[O-])o1)C1CCCCC1	6	i	i
98	CC(=O)c1ccccc1NC(=O)COC(=O)c1cc2ccccc2[nH]1	-2	i	i
99	CC(C)[C@H](NS(=O)(=O)c1cccc(C(F)(F)F)c1)C(=O)OCC(=O)NC(=O)NCc1ccco1	-6	i	i
100	CC(C)n1ncc2c(C(=O)N3CCN(c4ccccc4)CC3)cc(-c3ccccc3)nc21	9	i	i
101	COc1ccc(OCCNC(=O)c2cc(C3CC3)nc3c2cnn3C(C)C)cc1	9	i	i
102	Cc1cccc(OCc2nnc(SCC(=O)N(c3ccccc3)C3CCS(=O)(=O)C3)o2)c1 (stereo not given)	-1	i	i
103	COc1ccc(CN(C)C(=O)COC(=O)c2c(C)nn(-c3ccc(F)cc3)c2Cl)cc1	1	i	i
104	O=C1CCc2cc(S(=O)(=O)Nc3ccccc3)ccc2N1	5	i	i
105	CCOC(=O)C1CCN(C(=O)C(C)Oc2ccc(C(=O)c3ccccc3)cc2)CC1 (stereo not given)	4	i	i
106	O=C(c1cc(S(=O)(=O)N2CCOCC2)c(Cl)cc1Cl)N1CCN(S(=O)(=O)c2cccc(F)c2)CC1	2	i	i
107	CCN1C(=O)c2cccc3c(S(=O)(=O)N4CCC(C)CC4)ccc1c23	-5	i	i
108	COCCN(C(=O)CN1CCc2ccccc21)c1c(N)n(Cc2ccccc2)c(=O)[nH]c1=O	-7	i	i

# High-throughput results as filed in PubChem BioAssay.

# These rows are one share of the data (hit frequency here may not be typical).
